Compound activity as filed in PubChem.
RmlC RmlD mix – mixture blocks RmlC and RmlD coupled enzyme activity. RmlC/RmlD coupled enzyme inhibition, 384-well mixture HTS. inhibition, % at 5.5 µM. 110,000 compounds, 0.39% hits; in the data active means inhibition above about 30%, passing the limit was not always enough; further: strong numbers were not always called active
HIV RNase H inh – blocks HIV-1 RNase H cleavage of RNA/DNA duplex; P04585; RT-RNase H RNA/DNA duplex cleavage, fluorescence; inhibition, % at 10 µM; 65,000 compounds, 1.9% hits; in the data active means inhibition above about 50%
An asterisk follows results filed as active; · = not tested or not shown.

SMILES | RmlC RmlD mix | HIV RNase H inh
O=c1[nH]c(CN2CCN(c3ccc([N+](=O)[O-])cc3)CC2)nc2ccsc12 | -10.7 | ·
CCCNC(=O)NC(C(=O)OC)C12CC3CC(CC(C3)C1)C2 (stereo unspecified) | -7.6 | 1.7
COc1cc(NC(=O)NCc2ccncc2)cc(OC)c1OC | -5.9 | -16.8
Fc1cnc(N2CCOCC2)nc1N1CCc2ccccc21 | -46.6 | -83.8
Cc1cc(NC(=O)CSc2nnc(-c3ccc(S(=O)(=O)N4CCCC4)cc3)n2C)no1 | 34.8 | -0.1
O=C(NCc1ccccc1)c1nc2c(nnn2Cc2cccc(Cl)c2)c(=O)[nH]1 | -1.2 | ·
Cc1cc(N2CCCCC2)nc(SCc2ccc(C#N)cc2)n1 | 8.2 | -37.0
O=C(O)/C=C/c1ccccc1Oc1ccccc1 | 11.8 | ·
COc1ccc(NC(=O)Cn2nnc(-c3ccccc3N)n2)cc1OC | -10.6 | 7.7
NC(=O)COC(=O)CCCc1c[nH]c2ccccc12 | · | -16.6
CCc1ccc(NC2=NCC(=O)N2Cc2ccc3c(c2)OCO3)cc1 | -15.1 | -7.6
CCO[C@H]1OC(C(=O)N2CCN(Cc3ccccc3)CC2)=C[C@@H](C2CCCCC2)[C@@H]1CCCO | -27.1 | ·
CCOC(=O)N1CCC(NC(=O)c2cc3ccccn3n2)CC1 | · | -6.4
NC(=O)c1c(NC(=O)CSc2nc3c(c(C(F)(F)F)n2)CCc2ccccc2-3)sc2c1CCCC2 | 11.9 | ·
O=C(NCCc1cn2ccccc2n1)c1ccc(Br)o1 | -1.6 | -22.7
COC(=O)CCCC1=CC2=CC(=O)C(C)(OC(=O)c3cccs3)C(=O)C2=CN1CCN1CCOCC1 (stereo unspecified) | 7.2 | ·
COC(=O)C(NC(=O)c1ccc(OC)cc1)(Nc1ncc(S(=O)(=O)c2ccc([N+](=O)[O-])cc2)s1)C(F)(F)F (stereo unspecified) | -9.9 | ·
CC(OC(=O)c1cccnc1SCc1cc(=O)n2ccccc2n1)c1ccccn1 (stereo unspecified) | -2.5 | ·
O=C(CSc1nc2c(c(=O)n1-c1ccc(F)cc1)SCC2)NCC1CCCO1 (stereo unspecified) | 4.5 | 3.0
COc1ccccc1N(CC(=O)NC1CCCCC1)S(C)(=O)=O | 8.9 | -10.1
CCOCCCNC(=O)C(NC(=O)c1ccccn1)c1ccc(C)cc1 (stereo unspecified) | 7.1 | 4.3
COC(=O)[C@@]1(Cc2ccc(OC)cc2)[C@@H]2[C@@H](CC(=O)[C@H]2CC(=O)C(=O)N(C)C)CN1C(=O)c1ccccc1 | 7.6 | ·
CCn1c(Sc2nc(C)nc3scc(-c4cccs4)c23)n[nH]c1=O | -4.8 | -47.8
O=C(NCC1CCCO1)c1c(O)c2cccc3c2n(c1=O)CC3 (stereo unspecified) | · | -4.8

The last 2 compounds of the part before are carried over, then new ones follow.
SMILES | RmlC RmlD mix | HIV RNase H inh
CCn1c(Sc2nc(C)nc3scc(-c4cccs4)c23)n[nH]c1=O | -4.8 | -47.8
O=C(NCC1CCCO1)c1c(O)c2cccc3c2n(c1=O)CC3 (stereo unspecified) | · | -4.8
Cc1ccc(C(=O)CC2(O)C(=O)N(Cc3ccccc3Cl)c3ccccc32)o1 (stereo unspecified) | -2.6 | 1.9
CCN(CC)CCOC(=O)C1(c2ccc(OC)c(OC)c2)CCCC1 | 8.3 | 2.9
CCOC(=O)c1sc(=NC(=O)c2ccc(S(=O)(=O)N3CC(C)OC(C)C3)cc2)n(C)c1C (stereo unspecified) | 9.3 | -4.1
Cc1nc2nc(C)c(CCC(=O)N3CCC4(CC3)OCCO4)c(C)n2n1 | 15.0 | -1.2
Cc1ccc2cc(C#N)c(N3CCCN(C(=O)C4CCCO4)CC3)nc2c1C (stereo unspecified) | -5.5 | -17.0
COc1ccc2c(c1)O[C@H](c1ccc3c(c1)OCO3)[C@@H](OC(=O)N[C@H]1CCCc3ccccc31)C2=O | 6.2 | ·
Cc1ccc(NC2CC(=O)N(CCc3ccccc3)C2=O)cc1 (stereo unspecified) | -13.0 | ·
CNC(=O)CN(Cc1ccccc1)S(=O)(=O)c1ccccc1 | -7.5 | -1.8
C#CCNC(=O)C1=C[C@@H](c2ccc(C#C)cc2)C[C@@H](OCc2ccc(CO)cc2)O1 | -7.8 | ·
COc1cc(/C=N/n2cnnc2)ccc1OCc1ccccc1 | 10.5 | ·
CCCCSc1nc2c(c(C(F)(F)F)c1C#N)CCC2 | -8.2 | ·
Nn1c(SCc2cn3ccsc3n2)nnc1-c1ccncc1 | · | -16.4
CCOc1ccccc1NC(=S)/C(=C(\[O-])c1ccc2c(c1)OCCO2)[n+]1ccc(CC)cc1 | 8.0 | ·
CC(=O)Nc1cccc(C(=O)/C=C/c2ccco2)c1 | -28.5 | ·
Cc1cccn2c(=O)c3cc(C(=O)N4CCC5(CC4)OCCO5)n(C)c3nc12 | · | -12.1
c1coc(-c2nnc(SCc3nc4ccccc4[nH]3)o2)c1 | -11.1 | -6.2
O=C(CSc1nc(-c2cccs2)cc(C(F)(F)F)n1)NCCCn1ccnc1 | 2.7 | 6.1
CCOC(=O)Cn1c(C)nc2ccccc21 | -24.4 | -9.1
Cc1c(C)n(CC(O)CN2C(=O)c3ccccc3S2(=O)=O)c2ccccc12 (stereo unspecified) | -14.8 | ·
Cc1cc(C)n(C(=O)CN2C(=O)c3ccccc3C2=O)n1 | 5.5 | -0.2
Cn1c(=S)[nH]c2cccnc21 | -7.6 | 9.7
O=c1[nH]c2ccc(Cl)cc2c(O)c1-c1ccccc1 | -6.3 | ·
CCCCCCNC(=O)c1c(O)c2ccccc2[nH]c1=O | -31.1 | 22.7
Cc1ccccc1S(=O)(=O)Cc1ccc(C(=O)NC(C)c2ccc3c(c2)OCCO3)o1 (stereo unspecified) | 5.3 | ·
CCOC(=O)Cc1csc(NC(=S)NC(=O)c2ccccc2C)n1 | -11.5 | ·
O=c1cc(CSc2nc3cc(Cl)ccc3o2)nc2sccn12 | -46.1 | -27.6
CCOC(=O)c1sc(C)c(C(=O)NC2CCCCC2)c1N | 12.6 | ·
O=C(NCCn1ccc2ccccc21)C1CCCCC1 | 5.5 | -7.9
CC12CS(=O)(=O)CC1SC(=S)N2c1ccccn1 (stereo unspecified) | -13.1 | -3.5
O=C(Nc1ccccc1)c1cc([N+](=O)[O-])ccc1Cl | 4.8 | ·
Cc1cc(/C=N/n2cnnc2)c(C)n1-c1cc(Cl)ccc1Cl | · | -22.7
Cc1ccccc1-n1c(SCc2c(C)noc2C)nnc1-c1ccncc1 | -6.2 | 0.8
CN1CCc2c(sc3c2C(=O)NC(c2ccc4c(c2)OCO4)N3)C1 (stereo unspecified) | 10.1 | -11.9
O=C(O)CC1C(=O)NCCN1Cc1ccc(F)c(F)c1 (stereo unspecified) | -26.3 | -3.8
COc1cc(/C=N/NC(=O)Nc2ccccc2)ccc1OCCOc1ccccc1C | 3.9 | ·
C/C=C/c1ccc(OCCCNC)c(OC)c1 | 4.7 | ·
CC(Sc1nnc(NC(=O)c2cc3ccccc3oc2=O)s1)c1ccccc1 (stereo unspecified) | 17.0 | ·
CCOc1cc(C(=O)Nc2ccc3c4c(cccc24)C(=O)N3CC)cc(OCC)c1OCC | -8.2 | ·
Cc1ccc(NC(=O)CN(C)Cc2nc3ccccc3c(=O)[nH]2)c(Br)c1 | 1.1 | ·
COc1cccc(-c2c(NC(=O)c3ccco3)n(-c3ccc(C)cc3)nc(C)c2=O)c1 | -230.0 | 1.6
COc1ccc(C2C(C(=O)N3CCC4(CC3)OCCO4)c3cc(OC)c(OC)cc3C(=O)N2C)cc1 (stereo unspecified) | -9.9 | 8.2
CCOC(=O)C(NC(=O)CC)(Nc1ccc(S(=O)(=O)Nc2onc(C)c2C)cc1)C(F)(F)F (stereo unspecified) | -12.9 | -5.3
O=C(NNS(=O)(=O)c1ccccc1)c1ccncc1 | -8.6 | ·
Cc1nn(-c2cc(N3CCCC3)ccc2[N+](=O)[O-])c(=O)c2ccccc12 | -7.7 | ·
CC(C)C(=O)Nc1nnc(SCC(=O)N2c3ccccc3CC2C)s1 (stereo unspecified) | -9.2 | ·
Cc1cc(N2CCOCC2)nc2ccc(NC(=O)CCC(=O)N3CCCCC3)cc12 | 24.2 | -22.1
NC(=O)CSc1nnc(-c2cnccn2)n1-c1ccccc1 | -5.5 | -8.8
CC(C)Cc1nnc(NC(=O)c2ccncc2)s1 | 4.6 | -0.9
Cc1ccc(C)n1-c1ccc(-n2cnnn2)cc1 | 10.2 | -25.6
CCc1c(C)sc2nc(C(C)C)nc(SCC(=O)N3CCc4ccccc4C3)c12 | -7.7 | ·
CC1CN(C2CCN(C(=O)c3ccccc3Cl)CC2)CC(C)O1 (stereo unspecified) | -1.9 | -4.5
CC(C)Sc1ncnc2c1oc1ccccc12 | -3.6 | -28.5
CC(C)(C)OC(=O)NCCCC[C@H](NC(=O)c1nc[nH]c1C(=O)N1CCN(c2ccccc2)CC1)C(=O)OC(C)(C)C | 4.0 | ·
COc1ccc(-c2cc(C(F)(F)F)n3nc(C(=O)NCc4ccco4)cc3n2)cc1 | -25.9 | -5.5
C=CCNC(=O)CCCOc1cccc(C)c1 | -13.0 | -14.0
CCn1c(CSCc2ccc(F)cc2)nnc1SCC(=O)NCc1ccccc1 | -9.9 | ·
CN(Cc1ccccc1)C(=O)c1ccc2c(c1)OCCO2 | -2.0 | -6.3
O=C1CC(c2ccc(O)c(O)c2)Oc2c1ccc(O)c2O (stereo unspecified) | 3.8 | ·
O=C(CNC(=O)c1cccs1)NCCN1CCN(c2ccccc2F)CC1 | -0.4 | -0.2
COc1ccc(N2C(=O)c3cccc4cccc(c34)C2=O)nn1 | 11.5 | -16.7

3 entries picked at random from those above, as already listed:
SMILES | RmlC RmlD mix | HIV RNase H inh
Cc1ccccc1S(=O)(=O)Cc1ccc(C(=O)NC(C)c2ccc3c(c2)OCCO3)o1 (stereo unspecified) | 5.3 | ·
Cc1ccc(NC2CC(=O)N(CCc3ccccc3)C2=O)cc1 (stereo unspecified) | -13.0 | ·
O=C(NCc1ccccc1)c1nc2c(nnn2Cc2cccc(Cl)c2)c(=O)[nH]1 | -1.2 | ·

The list continues:
SMILES | RmlC RmlD mix | HIV RNase H inh
O=C(CN(C(=O)CNS(=O)(=O)c1ccccc1)C1CCCC1)NCc1ccco1 | -6.6 | 2.1
COc1ccc(-c2cc(C(F)(F)F)c3c(=O)n(-c4ccccc4)[nH]c3n2)cc1 | 14.0 | ·
C=C(C)CN=c1scc(C)n1/N=C/c1ccco1 | -11.3 | -24.3
CC(C)CC(C(=O)O)N(Cc1ccccc1)Cc1ccccc1 (stereo unspecified) | 7.1 | ·
COc1ccc(C(OC(=O)c2cccs2)C(=O)NCC2CCCO2)cc1 (stereo unspecified) | 7.3 | ·
CC(C)CN(C(=O)COC(=O)c1cc2ccccc2oc1=O)C1CCS(=O)(=O)C1 (stereo unspecified) | 23.7 | 0.1
O=C(O)c1cc(S(=O)(=O)N2CCCC2)ccc1Br | 16.3 | 1.7
O=c1c2ccccc2oc2cc(-c3ccc4[nH]ccc4c3)ccc12 | -33.1 | ·
O=C(c1ccc2ccccc2c1)N1CCN(c2ccccc2)CC1 | 21.0 | -7.6
NC(=O)C1(NC(=O)[C@@H]2CC3(CC(c4cccc(NC(=O)[C@@H]5CCC(=O)N5)c4)=NO3)CN2C(=O)Cc2ccc(C(F)(F)F)cc2)CC1 (stereo partly specified) | -13.2 | ·
COc1cccc(OCc2nnc(SCC(=O)OC3CCCCC3)n2C)c1 | 3.0 | 12.2
Cc1ccccc1NC(=O)CSc1nnnn1C | · | -0.1
Cc1nc(Sc2nnnn2-c2ccccc2)c(C#N)c(C)c1C | -3.9 | -17.1
O=C(CCN1C(=O)C2CC=C(Cl)CC2C1=O)NCc1ccco1 (stereo unspecified) | 1.4 | -1.4
Clc1ccc(CSc2ncccn2)cc1 | -0.2 | -82.1
c1ccc(C(Cc2nc(-c3ccccn3)no2)c2ccccc2)cc1 | -6.2 | -3.5
COC(=O)c1ccc(S(=O)(=O)NCCSc2nnc3c4ccccc4n(C)c3n2)cc1 | -8.6 | -24.0
CN(NC(=O)c1cccc(Cl)c1)c1nc(-c2ccccc2)nnc1C(F)(F)F | -15.9 | ·
COc1ccccc1-c1noc(-c2ccccc2C(=O)Nc2ccccc2)n1 | 7.8 | 3.0
C=C(C)c1cccc(C(C)(C)NC(=O)NCCCN2CCCC2=O)c1 | 8.7 | -6.0
CCCC(c1nnnn1Cc1ccco1)N1CCN(C(=O)c2ccco2)CC1 (stereo unspecified) | 3.4 | -25.2
C=CCCCCCCCCC(=O)NNC1=CC(=O)CC(C)(C)C1 | -10.1 | ·
CC1CCCC(NC(=O)COC(=O)c2cc(S(=O)(=O)N3CCCCC3)ccc2N2CCOCC2)C1C (stereo unspecified) | 4.1 | ·
O=C(O)c1ccc(Cl)c2c1C1C=CCC1C(c1ccccn1)N2 (stereo unspecified) | 8.6 | 83.3*

Record cards, as listed above:
Clc1ccc(CSc2ncccn2)cc1 is listed as RmlC RmlD mix: -0.2; HIV RNase H inh: -82.1
O=C(O)c1ccc(Cl)c2c1C1C=CCC1C(c1ccccn1)N2 (stereo unspecified) is listed as RmlC RmlD mix: 8.6; HIV RNase H inh: 83.3*
CCCC(c1nnnn1Cc1ccco1)N1CCN(C(=O)c2ccco2)CC1 (stereo unspecified) is listed as RmlC RmlD mix: 3.4; HIV RNase H inh: -25.2

Other structures follow:
SMILES | RmlC RmlD mix | HIV RNase H inh
Cn1c(SCC(N)=O)nnc1-c1ccccc1 | -4.0 | -12.3
Cc1ccc(C)c(S(=O)(=O)Nc2ccccc2C(=O)Nc2cc(C)on2)c1 | -17.5 | -29.0
CCc1cccc(NS(=O)(=O)c2c(C)n[nH]c2C)c1 | -16.5 | -15.7
CCn1c(C(O)c2ccccc2)nc2ccccc21 (stereo unspecified) | 10.5 | -2.0
COCCCNC(=O)C1CC(=O)N(c2ccc(C)cc2)C1 (stereo unspecified) | 6.7 | 3.4
O=C(NC1CCCCC1)C1CC(=O)N(c2ccc(Cl)cc2)C1 (stereo unspecified) | 8.2 | 5.3
Cc1c(C(=O)N2CCCc3ccccc32)oc2ccc(S(=O)(=O)N3CCOCC3)cc12 | -2.5 | -74.1

A portion of the library; count on the stated rates, not on these rows.
